Assay outcomes deposited in PubChem BioAssay by National Center for Advancing Translational Sciences (NCATS).
MBNL1 CUG block – MBNL1-poly(CUG) RNA binding inhibition | 280,000 tested, 0.036% active | Potency, µM (top dose mostly 57.5 µM), for the others: at the top dose activity change, negative = inhibition, actives largely listed as inhibitors | TR-FRET MBNL1-His/biotin-(CUG)12 binding, 665/545 ratio; active = well fitted inhibition curve with a large enough effect in the signal ratio, with a control signal flat, not every such curve was filed as active; inconclusive = small, poorly fitted or top-dose-only effect, or effect the other way, or a change in a side signal; inactive = no such curve, though single readings can be large or run the other way; the % refers to the signal ratio; note: potency is the fitted concentration of half-maximal effect; % is set by controls: 0 for no effect and ±100 for the full control effect
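Ratiometric TR-FRET (665 over 545 nm, excitation 340 nm) tracks disruption of MBNL1-His/biotin-(CUG)12 complex after 60 min at room temperature, with compounds at 92 nM to 58 uM final.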
TSHR antagonist – antagonists of human thyroid stimulating hormone receptor; TSHR-expressing cells, TSH-stimulated cAMP HTRF, 2 h; active compounds read low; 330,000 tested, 0.2% active; P16473; activity change, negative = inhibition, % at 11.5 µM; AID 504810;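 active = activity change below a set negative limit, meaning inhibition stronger than a set level, cut at about -70% in these data; inconclusive = activity change between two set negative limits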; note: % is set by controls: 0 for no effect and ±100 for the full control effect
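Read-out is FRET at 665 nm (cryptate excitation 337 nm) from a cryptate-tagged anti-cAMP antibody, competed by cell cAMP against cAMP-d2. Compounds are tested on freshly harvested TSHR cells challenged with 4nM TSH (EC80) for 2 hours at 37 deg C.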
Menin MLL FP TR – displaces Texas Red mutant MLL peptide from human menin; Menin + Texas Red MLL mutant peptide, fluorescence polarization; 270,000 tested, 0.23% active; AID 1768; O00255; Potency, µM (series often up to 61.6 µM), for the others: at the highest dose FP activity change, negative = inhibition, actives largely listed as inhibitors; active = well fitted inhibition curve with a large enough effect in the polarisation, with a control signal flat, not every such curve was filed as active; inconclusive = small, poorly fitted or top-dose-only effect, or effect the other way, or a change in a side signal; inactive = no such curve, though single readings can be large or run the other way; the % refers to the polarisation; note: potency is the fitted concentration of half-maximal effect; % of control where 0% means no effect; many of its hits are not listed in these tables
Eya2 inh – blocks the phosphatase activity of human Eya2; O00167; recombinant Eya2, OMFP fluorescence dephosphorylation (OMFP is methylfluorescein phosphate); Potency, µM (titrated, usually from 76.9 µM), without a hit: at the highest dose activity, negative = inhibition, most hits filed as inhibitors; 330,000 tested, 0.006% active; AID 488837; note: potency is the fitted concentration of half-maximal effect; % is set by controls: 0 for no effect and ±100 for the full control effect
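Eya2 (0.2 uM) preincubated 10 min at ambient with compound, then OMFP substrate added at 50 uM; 10 min reaction in 50 mM HEPES pH 7.5, 50 mM NaCl, 5 uM MgCl2, 0.05% BSA, 1 mM DTT. Fluorescence read at Ex 485/Em 525 nm.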
GALK inhibitor – inhibitors of human galactokinase; P51570; AID 1868; 270,000 tested, 0.007% active; Purified GALK, Kinase-Glo residual ATP luminescence; Potency, µM (top dose mostly 57.5 µM), for inactives: at the top dose activity change, negative = inhibition, actives largely listed as inhibitors; note: potency is the fitted concentration of half-maximal effect; % is set by controls: 0 for no effect and ±100 for the full control effect
Target sequence (P51570 whole entry, looked up): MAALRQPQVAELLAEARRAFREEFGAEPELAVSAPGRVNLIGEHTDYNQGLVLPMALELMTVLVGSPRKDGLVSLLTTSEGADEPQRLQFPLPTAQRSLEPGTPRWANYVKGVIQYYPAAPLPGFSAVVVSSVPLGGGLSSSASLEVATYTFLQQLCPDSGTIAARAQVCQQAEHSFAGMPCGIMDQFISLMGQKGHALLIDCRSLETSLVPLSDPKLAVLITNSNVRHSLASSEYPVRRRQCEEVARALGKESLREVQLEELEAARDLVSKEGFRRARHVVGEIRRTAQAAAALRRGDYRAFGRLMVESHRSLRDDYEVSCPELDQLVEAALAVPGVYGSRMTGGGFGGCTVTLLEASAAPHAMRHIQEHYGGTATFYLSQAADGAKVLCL
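GALK at 5 nM final was combined with compound, 35 uM ATP and 100 uM galactose in HEPES pH8.0 with MgCl2 and DTT. The reaction ran one hour at room temperature before luminescent ATP detection.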
Mito fusion yeast – blocks mitochondrial division or promotes mitochondrial fusion. S. cerevisiae fusion-defective mutant growth rescue, CellTiterGlo 48 h. Potency, µM (highest dose often 46.1 µM), for inactives: at the highest dose growth rescue (activation), hits mostly activators. 320,000 tested, 0.23% active. AID 485298;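 note: potency is the fitted concentration of half-maximal effect; % of control where 0% means no effect; nearly all actives have a fitted effect of over 45% in size; temperature-sensitive fusion mutants such as fzo1-1 at 37 °C on non-fermentable ethanol glycerol medium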
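S. cerevisiae fusion-defective temperature-sensitive mutants (e.g. fzo1-1, mgm1-5) grown 48 h at 37C in YPEG (ethanol/glycerol non-fermentable) medium with 23 nl compound per well; growth rescue read as CellTiterGlo luminescence.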
USP2a inh – inhibitors of human ubiquitin-specific protease USP2a; Potency, µM (highest dose often 38.3 µM), for the others: at the highest dose activity change, negative = inhibition, most hits filed as inhibitors; AID 463254; O75604; 330,000 tested, 0.01% active; USP2 core, Ub-CHOP2 coupled fluorogenic reporter, 485/531;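 note: potency is the fitted concentration of half-maximal effect; plate controls were DMSO wells for no effect and full inhibition by NEM control for full effect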
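Cell-free coupled assay: 10nM USP2 core preincubated 30min RT with compound in Tris-HCl pH 8.0/CaCl2/CHAPS buffer, then 25nM Ub-CHOP2 and 25nM reporter substrate; fluorescence (Ex 485/Em 531) read after 60min RT, normalized to NEM inhibition, concentration-response curves fitted.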
S-ASM inh – blocks human secretory acid sphingomyelinase | 340,000 tested, 0.006% active | AID 504937 | P17405 | placental ASM, HMU-PC fluorogenic substrate, 60 min | Potency, µM (titrated, usually from 57.5 µM), without a hit: top-dose activity change, negative = inhibition, most hits filed as inhibitors; note: potency is the fitted concentration of half-maximal effect
Target sequence (P17405 47-631 limits assumed): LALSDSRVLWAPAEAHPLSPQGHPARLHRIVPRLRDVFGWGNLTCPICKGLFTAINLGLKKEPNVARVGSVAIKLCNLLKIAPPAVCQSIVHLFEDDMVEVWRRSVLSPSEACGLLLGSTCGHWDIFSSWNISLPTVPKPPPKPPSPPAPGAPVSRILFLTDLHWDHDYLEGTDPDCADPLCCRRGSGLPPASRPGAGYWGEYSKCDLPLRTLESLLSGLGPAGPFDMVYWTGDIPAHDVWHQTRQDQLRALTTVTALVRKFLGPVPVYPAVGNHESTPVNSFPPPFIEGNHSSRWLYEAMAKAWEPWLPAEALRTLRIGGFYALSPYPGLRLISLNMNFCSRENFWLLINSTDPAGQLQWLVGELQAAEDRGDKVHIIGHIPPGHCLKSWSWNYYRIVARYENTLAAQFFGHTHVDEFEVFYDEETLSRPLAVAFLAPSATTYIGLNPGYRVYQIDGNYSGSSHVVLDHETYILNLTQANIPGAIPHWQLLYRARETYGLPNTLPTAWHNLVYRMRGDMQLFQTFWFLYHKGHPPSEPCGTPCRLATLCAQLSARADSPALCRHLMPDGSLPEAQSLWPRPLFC
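Steps: dispense placental human ASM, pin compound, wait 10 min at room temperature, add HMU-PC0 substrate at 9 uM final, incubate 60 min at 37 °C, add stop solution raising pH to 10, read fluorescence.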
BCR signal inh – inhibitors of chronic active B-cell receptor signaling; AID 493014; ABC-DLBCL IkBa-CBG/CBR reporter, luminescence ratio, 4 h; Potency, µM (highest dose often 46.1 µM), for the others: at the top dose ratio change, negative = lower green/red ratio, most hits filed as inhibitors; 340,000 tested, 0.05% active; active = well fitted inhibition curve with a large enough effect in the signal ratio, with a control signal flat, not every such curve was filed as active; inconclusive = small, poorly fitted or top-dose-only effect, or effect the other way, or a change in a side signal; the % refers to the signal ratio;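 note: potency is the fitted concentration of half-maximal effect; plate controls were basal doxycycline-induced cells for no effect and cells given 10 µM MG132 for full effect; MG132 reads +100%, hits lower the ratio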
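TMD8 human ABC-DLBCL cells with doxycycline-inducible IκBα–green luciferase fusion and unfused red luciferase, in 0.5% FBS medium; compounds up to 46 uM, 4 h at 37C. Green/red luminescence ratio, filter-overlap corrected, fitted to concentration-response curves.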
hERG WT inh – blocks the wildtype human KCNH2 potassium channel; U2OS, BacMam KCNH2, thallium flux FluxOr; active compounds read low; activity change, % at 1.84 µM; 340,000 tested, 0.37% active; AID 720551;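 active = maximum activity change below -70%; inconclusive = maximum activity change between -70% and -50%; inactive = maximum activity change above -50%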; note: % is set by controls: 0 for no effect and ±100 for the full control effect
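U2OS cells were transduced with wild-type KCNH2 virus (2.03 x 10^8 / mL) for 4 h at room temperature, then cultured overnight at 37 C. Thallium flux was read with FluxOr dye. Rate constants were normalized to DMSO controls.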
PKM2 activator – activators of human pyruvate kinase M2; purified PKM2, Kinase-Glo ATP luminescence, activation; response scale: 0% is enzyme alone, no compound; 260,000 tested, 0.34% active; P14618; AID 1631; Potency, µM (titrated, usually from 57.5 µM), for inactives: at the highest dose activation, most hits filed as activators; note: potency is the fitted concentration of half-maximal effect; % is set by controls: 0 for no effect and ±100 for the full control effect; nearly all actives have a fitted effect of over 55% in size
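hPK-M2, >95% pure; 0.1 mM ADP / 0.5 mM PEP final; imidazole pH7.2 buffer w/ 7 mM MgCl2, 50 mM KCl; 1 h RT; Kinase-Glo lum. Intermediate enzyme activity for dual inhibitor/activator qHTS.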
* hit, by the source's call; i = inactive; u = inconclusive; x = not tested or not shown; [ ] = another dose, or the depositor's remark. Unless noted, calls come from the whole dose curve; as a rule, active = well fitted curve in the direction sought with a large enough effect; inconclusive = small, poorly fitted or top-dose-only effect, or another doubt; inactive = no such curve, though single readings can be large; an effect the other way counts as inactive or inconclusive. Only part of the results is shown; count on the stated rates, not on these rows.

SMILES	MBNL1 CUG block	TSHR antagonist	Menin MLL FP TR	Eya2 inh	GALK inhibitor	Mito fusion yeast	USP2a inh	S-ASM inh	BCR signal inh	hERG WT inh	PKM2 activator
CCc1ccc(-c2nnn(Cc3nc4ccccc4s3)n2)cc1	-2%	-12	13%	-3%	5%	-2%	-8%	-14%	0%	-9	1%
COc1cccc(-c2nc(CS(=O)CC(=O)NC3CCCC3)c(C)o2)c1 (stereo not drawn)	-1%	9	-1%	6%	1%	0%	1%	1%	u	25	-5%
Cc1cc(-c2ccccc2)[nH]c(=O)c1S(=O)(=O)c1ccccc1	-3%	2	x	6%	2%	-1%	1%	203%[activator]	-1%	-21	-4%
Cc1cc(=O)c2ccc3ccccc3c2[nH]1	-5%	1	-1%	-2%	-2%	1%	3%	-2%	u	15	0%
CCC(CC)C(=O)NCCc1cc2c(C)ccc(C)c2[nH]c1=O	-6%	-4	3%	-6%	0%	-2%	2%	-3%	2%	-20	-3%
Cc1ccc(-c2nnc(NC(=O)C3=COCCO3)o2)c(C)c1	x	10	x	6%	x	9%	-1%	3%	u	2	x
O=C(CNC(=S)N(Cc1ccccc1F)C1CCCCC1)NCCN1CCOCC1	u	9	-20%	2%	2%	3%	6%	3%	-2%	6	x
Cc1cc([N+](=O)[O-])ccc1NCc1ccco1	u	1	10%	-3%	1%	-5%	2%	0%	3%	2	10%
CCc1nc2oc3ccccc3c(=O)c2c(=O)n1Cc1ccc(OC)cc1	3%	-12	-20%	13%	-1%	4%	2%	-3%	-1%	-17	-10%
COc1ncc(-c2ccc3c(c2)S(=O)(=O)c2cccc(C(=O)NCc4ccco4)c2C3=O)cn1	x	-14	x	-5%	x	-5%	-2%	1%	11%	x	x
COc1ccc(C(=O)NNC(=S)Nc2ccccc2)cc1	-8%	-1	1%	4%	-2%	-6%	0%	-2%	u	-14	-17%
O=C(NC1(C(F)(F)F)C(=O)Nc2c1c(=O)[nH]c(=O)n2Cc1ccco1)C1CCCCC1 (stereo not drawn)	1%	6	4%	1%	4%	0%	-4%	2%	10%	-7	0%
CCC(Oc1ccccc1)C(=O)Nc1ccccc1C(=O)N1CCCCC1 (stereo not drawn)	8%	-16	x	3%	-6%	4%	0%	1%	5%	1	-1%
COc1ccccc1NC(=O)CSc1nnc(CNC(=O)c2ccco2)n1C	-4%	3	10%	-5%	0%	1%	0%	-1%	5%	11	x
COc1ccccc1N1CCN(CCN2C(=O)CC3(CCCC3)CC2=O)CC1	x	-7	u	-8%	x	u	x	5%	x	8	x
CC(=O)n1cc(/C=N/NC(=O)c2ccc([N+](=O)[O-])cc2)c2ccccc21	u	-9	u	11%	1%	29%	3%	-8%	1%	0	x
O=C(Nc1cccnc1)c1ccc(F)cc1	-3%	10	4%	2%	0%	1%	3%	3%	0%	-1	-15%
Cc1onc(-c2ccccc2)c1C(=O)Nc1nnc(-c2ccncc2)s1	-1%	-8	1%	-1%	-1%	22%	7%	130%[activator]	u	-10	4%
Cc1cc(C(=O)OCC(=O)NC(C)c2ccccc2)c(C)o1 (stereo not drawn)	-8%	-9	-10%	7%	8%	-1%	2%	1%	-2%	-9	-2%
O=C(N/N=C/c1ccccc1OC(=O)c1ccc2c(c1)OCO2)c1ccccc1	-9%	-4	2%	0%	1%	0%	2%	-7%	u	10	0%
COc1ccccc1C1=NC(c2ccccc2)CN1c1ccccc1 (stereo not drawn)	13%	8	u	-11%	4%	-11%	1%	i	u	14	x
COCCCNS(=O)(=O)c1ccc2[nH]c3c(c2c1)CCCCC3	-6%	-7	-15%	-7%	3%	1%	3%	2%	-6%	-13	x
CCCCN(C(=O)c1[nH]c(C)c(C(C)=O)c1C)c1c(N)n(CCCC)c(=O)[nH]c1=O	x	0	x	2%	x	3%	1%	4%	8%	-17	x
CCN(CC)S(=O)(=O)c1cccc(-c2nnc(SCC(N)=O)n2C)c1	-9%	12	17%	-7%	0%	12%	3%	1%	0%	7	1%
Cc1c(-c2nc(N)nc(Nc3ccccc3F)n2)oc2ccccc12	-11%	-12	-28%	-5%	-2%	5%	-11%	7%	u	27	-9%
Cc1oc(-c2ccccc2)cc1C(=O)Nc1cccc(/C=C/C(=O)O)c1	-4%	-18	u	11%	-3%	5%	0%	-1%	u	1	10%
COCC(C)NS(=O)(=O)c1ccc(OC)cc1 (stereo not drawn)	-5%	-2	5%	-5%	5%	2%	1%	4%	5%	1	2%
Cn1c(=O)c2ncn(CC(=O)NCCOc3ccc(C(C)(C)C)cc3)c2n(C)c1=O	-5%	6	17%	-16%	0%	-2%	1%	1%	-1%	28	1%
O=C(c1cc(S(=O)(=O)N2CCN(c3ccccc3)CC2)ccc1Cl)N1CCCC(C(F)(F)F)C1 (stereo not drawn)	x	-11	x	-17%	x	u	-1%	-5%	-3%	-12	x
COc1ccc(-n2c(-c3ccccc3)cc3c2CCCC3=O)cc1	-8%	13	u	-12%	0%	-32%[inhibitor]	-13%	-11%	u	-3	-2%
CCN1CCCC1Cn1cnc2c([nH]c3ccc(C)cc32)c1=O (stereo not drawn)	-9%	-4	x	2%	-2%	6%	-2%	1%	10%	19	-2%
Nn1c(SC/C=C/c2ccccc2)nnc1-c1ccco1	-7%	x	-28%	x	4%	1%	x	-3%	x	2	6%
O=C(NCc1ccco1)C(=O)c1cn(CC(=O)N2CCCCC2)c2ccccc12	16%	0	-13%	9%	-1%	-3%	4%	0%	u	-14	8%
O=C(O)c1n[nH]c2c1CC(C1CCCCC1)CC2 (stereo not drawn)	x	-12	x	17%	x	1%	-1%	0%	8%	-11	x
CCOc1ccc(NS(=O)(=O)c2ccc(C(=O)NCC(C)(C)N3CCOCC3)cc2)cc1	x	-12	x	9%	x	3%	0%	5%	17%	3	x
C=CCNC(=O)NC(=O)CSc1nc2cc([N+](=O)[O-])ccc2n1-c1cccc(C(F)(F)F)c1	-7%	2	0%	-1%	-3%	0%	6%	-3%	6%	8	0%
CCCOC(=O)C1C2C=CC3(CN(c4ccc(Cl)c(F)c4)C(=O)C13)O2 (stereo not drawn)	-2%	17	-21%	8%	1%	4%	1%	1%	11%	15	-1%
Cc1ccc(NC(=O)CCN2CCOCC2)cc1C	1%	4	3%	-1%	-3%	-1%	0%	3%	-4%	14	-4%[11.5 µM]
CCOP(=O)(OCC)C(Nc1ccc(C(=O)O)cc1)c1ccccc1 (stereo not drawn)	x	0	x	4%	0%	0%	0%	5%	-10%	x	-2%
O=C(COc1ccc(Nc2ccccc2)cc1)OCC(=O)N1CCCCC1	x	-12	x	u	0%	-7%	0%	-2%	3%	-3	-11%
O=C(CCc1ccccc1)NCCc1cccs1	x	-2	-8%	-2%	1%	-8%	3%	0%	u	-2	-12%
Cc1ccc(-c2cc(C(=O)NCc3ccc4c(c3)OCO4)no2)cc1	-1%	-24	24%	-2%	-1%	-1%	-2%	-6%	u	12	-5%
COCCN=C1Sc2nc3ccc(C)cc3cc2CN1Cc1cccs1	26%	-12	u	-3%	12%	21%	-6%	2%	4%	8	1%
COc1ccc(S(=O)(=O)N(C)CC(=O)Nc2ccccc2SC)cc1Cl	-14%	-7	u	-20%	0%	9%	4%	-1%	-16%	-5	8%
CC(=O)c1ccc(C#CC(C)(C)O)s1	21%	-7	-3%	-20%	1%	-3%	1%	-2%	u	-2	2%
C/C(=N\O)C(C)(C)Nc1ccc(F)cc1	-6%	12	x	1%	-2%	-5%	-1%	6%	-2%	4	-2%
CN(C)/C(Cn1cncn1)=C1/N=C(c2ccccc2)OC1=O	24%	-2	20%	-10%	9%	6%	-2%	-3%	-8%	-4	u
COc1ccc2cc(C(c3nnnn3C(C)(C)C)N3CCSCC3)c(=O)[nH]c2c1 (stereo not drawn)	10%	-1	3%	-3%	3%	2%	0%	6%	-1%	-22	-1%
